NCI-60 one-dose screen, 48 h, at 10 µM unless noted. Numbers give growth in % (100 = growth as untreated, 0 = no growth, -100 = all killed).
OVCAR-3 = OVCAR-3 ovarian cancer; 79,000 compounds, 7% hits; AID 1794787
NCI-H23 = NCI-H23 lung cancer | 80,000 compounds, 4% hits
SN12C = SN12C renal cancer cells; 81,000 compounds, 3.8% hits
NCI-H226 = NCI-H226 lung cancer; AID 1794732; 79,000 compounds, 3.5% hits
NCI/ADR-RES = NCI/ADR-RES ovarian cells | 81,000 compounds, 4.4% hits | AID 1794790
OVCAR-4 = OVCAR-4 ovarian cancer cells; 80,000 compounds, 3.7% hits
IGROV1 = IGROV1 ovarian cancer; 79,000 compounds, 4.7% hits; AID 1794786
OVCAR-5 = OVCAR-5 ovarian cancer; 82,000 compounds, 2.9% hits
SK-OV-3 = SK-OV-3 ovarian cancer cells; 80,000 compounds, 3.2% hits; AID 1794785
The depositor's hits bear a star; · = not tested or not shown. How the source made its calls: active means growth percent below 10; inactive means the rest.

Screens by letter – A = OVCAR-3; B = NCI-H23; C = SN12C; D = NCI-H226; E = NCI/ADR-RES; F = OVCAR-4; G = IGROV1; H = OVCAR-5; I = SK-OV-3
[1] Cc1ccc(S(=O)(=O)CCOC(=O)CNC(=O)OCc2ccccc2)cc1
  A: 110; B: 102; C: 99; D: 98; E: 104; F: 111; G: 110; H: 103; I: 107
[2] Cc1ccc(S(=O)(=O)OCCCCCCCCCCOS(=O)(=O)c2ccc(C)cc2)cc1
  A: 108; B: 86; C: 88; D: 91; E: 100; F: 76; G: 101; H: 92; I: 108
[3] Nc1ccccc1C(=O)NC1C(=O)Nc2ccccc21 (stereo not given)
  A: 99; B: 84; C: 98; D: 92; E: 95; F: 112; G: 93; H: 99; I: 88
[4] O=c1[nH][nH]c2c([N+](=O)[O-])ccc(F)c12
  A: 110; B: 108; C: 92; D: ·; E: 108; F: 100; G: 110; H: 112; I: 117
[5] CC1CN2COC(=S)SSSSC(=S)OCN3CC(C)N(COC(=S)SSSSC(=S)OCN1CC2C)CC3C (stereo not given)
  A: 109; B: 102; C: 89; D: 92; E: 107; F: 111; G: 95; H: 107; I: 110
[6] CCCN(CCC)C(=O)C(C)C
  A: 111; B: 98; C: 101; D: 100; E: 120; F: 102; G: 109; H: 101; I: 106
[7] Cc1c(C)c2c(c(C)c1NC(=O)c1ccccc1C(=O)O)CCC(C)(CCCC(C)CCCC(C)CCCC(C)C)O2 (stereo not given)
  A: 78; B: 80; C: 63; D: 74; E: 60; F: ·; G: 62; H: 120; I: 75
[8] C=CCOC(=O)c1ccc(Cl)cc1
  A: 107; B: 104; C: 109; D: 98; E: 108; F: 107; G: 115; H: 108; I: 104
[9] COc1cc(C2=NN(c3ccccc3)C(c3cccc(Nc4ccnc5cc(C(F)(F)F)ccc45)c3)C2)cc(OC)c1OC (stereo not given)
  A: 88; B: 79; C: 97; D: 84; E: 81; F: 91; G: 78; H: 104; I: 95
[10] CC(C)S(=O)(=O)c1oc(-c2cccs2)nc1S(=O)(=O)c1ccccc1
  A: ·; B: 99; C: 96; D: 103; E: 101; F: 104; G: 97; H: 96; I: 105
[11] N#C/C(=C\c1ccc(-c2cccc(C(F)(F)F)c2)o1)c1ccccc1
  A: 96; B: 80; C: 90; D: 77; E: 101; F: 79; G: 60; H: 97; I: 85
[12] Cc1ccc(S(=O)(=O)Oc2ccc3sc4cccc(NCCN(C)C)c4c(=O)c3c2)cc1
  A: -95*; B: -94*; C: -77*; D: -72*; E: -91*; F: -70*; G: -80*; H: -92*; I: -93*
[13] CC(C)=CCC/C(C)=C/CC/C(C)=C/CC/C=C(\C)CC/C=C(\C)CCC(=O)Nc1ccn(C2OC(CO)C(O)C2(F)F)c(=O)n1 (stereo not given)
  A: 40; B: 25; C: 15; D: 50; E: 39; F: 40; G: 40; H: 75; I: 31
[14] C=C(C)[C@@H]1CC[C@]2(C(=O)N3CCNCC3)CC[C@]3(C)[C@H](CC[C@@H]4[C@@]5(C)C/C(=C/c6ccncc6)C(=O)C(C)(C)[C@@H]5CC[C@]43C)[C@@H]12
  A: 116; B: 103; C: 106; D: 96; E: 109; F: 99; G: 103; H: 105; I: 107
[15] O=C(O)c1ccc(Cn2c(=O)[nH]c(=O)n(Cc3ccc(Cl)cc3)c2=O)cc1
  A: 118; B: 108; C: 102; D: 103; E: 113; F: 107; G: 104; H: 105; I: 103
[16] S=c1oc(-c2cc(Cl)cc(Cl)c2Cl)nn1CNc1cccc(Cl)c1Cl
  A: 107; B: 88; C: 95; D: 100; E: 104; F: 97; G: 103; H: 87; I: 100
[17] CC(C)C[C@H](NC(=O)Cn1ccc(Nc2ccccc2)cc1=O)B(O)O
  A: -45*; B: 44; C: 48; D: -71*; E: 111; F: 48; G: 53; H: 34; I: 52
[18] CCOC(=O)/C(C#N)=C1/NNC(=Nc2cccnc2)S1
  A: 101; B: 98; C: 99; D: 96; E: 105; F: 100; G: 111; H: 102; I: 86
[19] CCCCCCCCCCCC(=O)N(C)C
  A: 109; B: 106; C: 95; D: 95; E: 104; F: 98; G: 91; H: 103; I: 109
[20] COC(=O)c1ccc(SCCCN2CCOCC2)cc1
  A: 106; B: 103; C: 92; D: 91; E: 110; F: 106; G: 90; H: 113; I: ·
[21] N#Cc1c(-c2cccc(Cl)c2Cl)cc(-c2ccc3ccccc3c2)[nH]c1=O
  A: 32; B: 57; C: 19; D: 20; E: 42; F: 4.5*; G: 65; H: 77; I: 100
[22] COc1ccc(-c2ccc3c(cnn3C(=O)c3cc(OC)c(OC)c(OC)c3)c2)cc1
  A: 92; B: 69; C: 92; D: 79; E: 82; F: 87; G: 82; H: 68; I: 82

Quoted at random: 5 records from the list, in no set order.
Screens by letter – A = OVCAR-3; B = NCI-H23; C = SN12C; D = NCI-H226; E = NCI/ADR-RES; F = OVCAR-4; G = IGROV1; H = OVCAR-5; I = SK-OV-3
[15] O=C(O)c1ccc(Cn2c(=O)[nH]c(=O)n(Cc3ccc(Cl)cc3)c2=O)cc1
  A: 118; B: 108; C: 102; D: 103; E: 113; F: 107; G: 104; H: 105; I: 103
[17] CC(C)C[C@H](NC(=O)Cn1ccc(Nc2ccccc2)cc1=O)B(O)O
  A: -45*; B: 44; C: 48; D: -71*; E: 111; F: 48; G: 53; H: 34; I: 52
[16] S=c1oc(-c2cc(Cl)cc(Cl)c2Cl)nn1CNc1cccc(Cl)c1Cl
  A: 107; B: 88; C: 95; D: 100; E: 104; F: 97; G: 103; H: 87; I: 100
[20] COC(=O)c1ccc(SCCCN2CCOCC2)cc1
  A: 106; B: 103; C: 92; D: 91; E: 110; F: 106; G: 90; H: 113; I: ·
[12] Cc1ccc(S(=O)(=O)Oc2ccc3sc4cccc(NCCN(C)C)c4c(=O)c3c2)cc1
  A: -95*; B: -94*; C: -77*; D: -72*; E: -91*; F: -70*; G: -80*; H: -92*; I: -93*
